Source: PubChem BioAssay
Glyco luc inh – increase of ERlucT glycosylation luciferase signal, primary screen, N-linked glycosylation inhibitor project, D54 ERlucT cells, luminescence, set 2. D54 ERlucT glycosylation luciferase reporter, 24 h; percent of 100 nM tunicamycin response. reporter increase, % at 12.5 µM. 360,000 tested, 0.23% active. AID 588692, 2011;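 active = mean luciferase reporter signal, scaled so untreated is 0 and the glycosylation-blocking control 100, at or above a set limit in every replicate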;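 also: luciferase carries N-glycosylation sites so blocking glycosylation raises the light; 0% = median of neutral control wells and 100% = median of 100 nM tunicamycin wells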
iPSC survival up – enhancers of single-cell hiPSC survival, primary screen, ATPlite luminescence; 100% = ROCK inhibitor wells, 0% = DMSO; survival enhancement, % at 20 µM; 360,000 tested, 0.044% active; AID 602274, 2012; in the data active = survival enhancement above about 18%;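 also: cells exposed to compounds for 16 hours before the ATP read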
aDG glyco act – activators of alpha-DG glycosylation, primary screen, uHTS, Pro5-aDG cells, AlphaScreen; alpha-DG glycosylation AlphaScreen (IIH6); 0% Pro5, 100% B10-LARGE cell signal; activation, % at 10 µM; 360,000 tested, 0.22% active;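 active = activation of at least 8% versus controls, or a plate z-score of at least 8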;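 also: Pro5 are CHO cells carrying HIG-tagged alpha-DG that lacks glycosylation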
m5-HT2A agonist – mouse Htr2a agonists via beta-arrestin recruitment, primary screen, cell-based, luminescence | CHO-K1 mHTR2A beta-arrestin complementation; percent of 30 µM serotonin response | activation, % at 7.6 µM | 360,000 tested, 0.66% active | AID 624169, 2012;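 active = activation above a run cutoff, the mean activation of all tested compounds plus 3 SD, cut at about 14% in these data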;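 also: 0% = plate median of compound wells and 100% = 30 µM serotonin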
H9c2 protect – cardioprotection against H2O2-induced cell death, primary screen, uHTS, H9c2 cells, ATPLite luminescence; protection from H2O2 cell death, % at 20 µM; 360,000 tested, 0.63% active; AID 588492, 2011; H9c2 cardiomyocytes, H2O2 injury protection, 2 h;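 active = compounds giving at least 50% protection of heart cells from peroxide-induced death in the single-dose screen, raw or plate-pattern-corrected value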;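 also: 0% = DMSO wells with peroxide and 100% = DMSO wells without peroxide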
Granule exo inh – LAMP-1 surface exposure blockers, TALL-104 cells – cell-based, flow cytometry, MLPCN library, primary screen. TALL-104 LAMP-1 surface exposure; cells stimulated with thapsigargin and PMA. inhibition, % at 10 µM. 360,000 tested, 0.66% active. AID 651702, 2012;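 active = inhibition above about 55%, limit read from the data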
ABCB6 inh 2 – ABCB6 transporter inhibitors, primary screen, K562-ABCB6 cells, flow cytometry, MLPCN library. K562-ABCB6 porphyrin accumulation, 1 h; stronger effect = lower value. fluorescence ratio to DMSO, % at 10 µM. 360,000 tested, 0.19% active;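 active = fluorescence ratio to DMSO below 75%, the collection mean minus 3 SD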;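 also: signal is porphyrin accumulated inside mitochondria; 100% equals median channel fluorescence of DMSO control wells; lower ratio means ABCB6 inhibition with less porphyrin fluorescence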
Target sequence (Q9NP58 whole entry, looked up): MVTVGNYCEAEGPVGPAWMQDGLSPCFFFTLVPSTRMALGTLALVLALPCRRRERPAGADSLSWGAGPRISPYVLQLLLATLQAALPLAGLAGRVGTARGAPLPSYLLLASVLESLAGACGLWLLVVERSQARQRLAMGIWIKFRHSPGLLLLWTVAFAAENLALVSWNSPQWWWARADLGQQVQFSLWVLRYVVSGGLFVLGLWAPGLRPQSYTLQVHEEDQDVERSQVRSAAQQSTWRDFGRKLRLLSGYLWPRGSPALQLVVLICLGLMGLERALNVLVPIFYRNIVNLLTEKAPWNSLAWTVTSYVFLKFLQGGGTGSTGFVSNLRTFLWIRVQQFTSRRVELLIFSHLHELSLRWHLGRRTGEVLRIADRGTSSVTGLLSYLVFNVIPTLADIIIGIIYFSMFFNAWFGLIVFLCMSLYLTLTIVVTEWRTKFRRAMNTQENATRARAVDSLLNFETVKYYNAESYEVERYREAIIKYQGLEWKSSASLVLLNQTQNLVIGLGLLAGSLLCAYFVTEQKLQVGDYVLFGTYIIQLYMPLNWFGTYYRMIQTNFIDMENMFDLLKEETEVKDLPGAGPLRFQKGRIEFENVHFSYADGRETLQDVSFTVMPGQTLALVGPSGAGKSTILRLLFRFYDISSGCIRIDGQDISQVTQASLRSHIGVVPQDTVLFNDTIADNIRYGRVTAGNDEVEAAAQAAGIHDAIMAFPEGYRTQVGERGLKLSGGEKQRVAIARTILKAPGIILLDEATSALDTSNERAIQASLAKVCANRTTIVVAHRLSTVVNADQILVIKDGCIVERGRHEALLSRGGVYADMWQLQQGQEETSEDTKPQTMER
CaV13 FRET inh – Primary screen for inhibitors of IQ motif and Ca2+-dependent inactivation inhibitor domain binding in CACNA1D, Förster resonance energy transfer in living cells, …; 340,000 tested, 0.098% active; inhibition, % at 12.3 µM; HEK cells, CFP/YFP FRET ICDI-IQ, plate reader, 10 min; percent FRET-ratio fall versus neutral wells; AID 743397;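 active = mean replicate inhibition of at least 30% and at least 1% of replicates passing that level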;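 also: 0% = median of the neutral control wells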
PDI turbidity – inhibitors of human PDI, primary screen, biochemical, turbidity, single point, plate reader. 350,000 tested, 0.052% active. inhibition, % at 10 µM. PDI insulin aggregation turbidity, A650, 90 min. AID 588391, 2011. Protein disulfide-isomerase (Homo sapiens), P07237;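 active = mean inhibition across replicates of 30% or more, whatever share of single replicates reach that level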;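 also: absorbance from insulin aggregation driven by PDI reduction with DTT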
Vif imaging – HIV Vif self-association inhibitors, primary screen, imaging, HEK293T, single point. HEK293T cells, Vif self-association by quenched fluorescence, 24 h. inhibition, % at 7.49 µM. 340,000 tested, 0.35% active; in the data active = inhibition above about 50%, passing the limit was not always enough; also: some results filed as inactive read as strong as hits
* hit, by the source's call; / = no result given. Compounds were not picked by outcome. Share with any hit: about 3.1%.

SMILES	Glyco luc inh	iPSC survival up	aDG glyco act	m5-HT2A agonist	H9c2 protect	Granule exo inh	ABCB6 inh 2	CaV13 FRET inh	PDI turbidity	Vif imaging
O=C(COC(=O)COc1ccc(Cl)cc1)NC1CCS(=O)(=O)C1 (configuration not stated)	0.9	0.4	-0.3	-16.6	0.4	-0.5	93.0	-5.7	1.1	-0.1
O=C(Cc1cccc(NC(=O)C2CCN(C(=O)C3CCCCC3)CC2)c1)Nc1cccc(C(=O)N2CCCCC2)c1	1.5	2.0	0.1	4.8	8.7	6.5	94.0	1.0	6.3	22.7
Cc1ccc(C(=O)N/N=C/c2sc(=O)n(Cc3cccc(C(=O)O)c3)c2Cl)cc1	-0.1	9.4	0.1	3.8	-2.7	5.3	119.0	/	-1.5	10.4
O=S(=O)(NCC(c1cccnc1)N1CCN(Cc2ccccc2)CC1)c1ccccc1 (configuration not stated)	-0.6	-0.8	0.0	7.8	6.0	0.2	101.0	-8.3	/	4.7
COc1cc2cnc(CCO[C@H]3CCCCO3)cc2cc1OC	0.8	6.1	-0.1	-5.2	2.7	6.4	94.0	-7.1	7.5	0.1
Cn1c(SCC(=O)NC(C)(C)C)nnc1-c1cnccn1	-0.1	-0.3	0.0	-1.9	-5.4	-1.4	103.0	/	-13.6	-15.4
O=C(C1=C[C@@H](c2ccc(C(F)(F)F)cc2)C[C@@H](OCCCCO)O1)N1CCN(Cc2ccc3c(c2)OCO3)CC1	0.7	-1.8	0.4	-0.3	2.0	-21.6	89.0	/	10.5	5.7
COC(=O)[C@]1(Sc2ccccc2)CC(=O)N[C@@H]1c1ccccc1	/	-0.8	0.4	-0.5	/	-3.4	98.0	-5.7	/	/
COCCn1cnc2c1c(=O)n(CC(=O)NN)c(=O)n2Cc1ccccc1	-0.2	-0.4	-0.1	6.2	-4.6	-7.9	96.0	-3.7	2.4	-15.3
Cc1cc([N+](=O)[O-])c2ccccc2c1NS(=O)(=O)c1ccccc1	1.8	-2.1	0.0	3.2	-9.7	-21.0	91.0	-2.9	0.8	-11.9
CCOc1ccccc1N1CCN(S(=O)(=O)c2cccc3nsnc23)CC1	-0.7	-0.9	0.0	-5.2	7.4	-3.7	96.0	-7.1	1.5	/
O=S(=O)(Nc1ccc(-c2nc3cccnc3s2)cc1)c1ccc(Cl)s1	-4.2	4.1	0.4	2.9	-8.2	3.0	101.0	-3.3	/	-10.6
OC(CN1CCOCC1)Cn1c(-c2cccc(Cl)c2)nc2ccccc21 (configuration not stated)	-0.7	-1.5	0.0	-2.1	0.9	-3.4	100.0	-4.2	1.5	-14.7
COc1ccc(-c2nc(N)nc(C(F)(F)F)c2-c2cscn2)c(O)c1	-1.5	-0.1	0.1	7.4	1.5	-3.3	95.0	1.8	-0.6	-6.4
O[C@@H]1C2CCCC1[C@]1(O)CCCCC1C2 (some centres not stated)	0.2	-1.8	0.3	3.5	9.4	-3.7	97.0	-4.5	28.5	-4.8
Cc1nn(-c2ccccc2)c(N)c1-c1ccccc1	1.4	-0.8	-0.2	-1.2	-9.1	-3.8	90.0	-2.5	5.7	9.7
CCCCc1nnc(NC(=O)c2ccc(N3CCCC3=O)cc2)s1	-0.5	-0.4	0.1	0.8	-2.2	-3.0	99.0	-5.8	1.4	6.1
CC1(C(=O)NS(=O)(=O)c2ccc(Br)cc2)CCN1C(=O)CCc1ccccc1 (configuration not stated)	1.0	-1.3	0.1	2.4	-4.7	-5.5	97.0	-4.0	1.9	6.1
Cc1cnc(NC(=O)C2COc3ccccc3O2)s1 (configuration not stated)	-18.1	-1.9	-0.2	9.5	-11.8	-1.3	115.0	/	7.3	-5.7
CCOC(=O)CCNC(=O)N1CCCC(C(=O)c2ccccc2SC)C1 (configuration not stated)	1.8	1.7	0.2	1.6	4.4	2.3	105.0	-8.2	-3.8	-11.4

Gathered by group: the compounds so far with an aryl thioether with sulfur outside any ring (3)
SMILES	Glyco luc inh	iPSC survival up	aDG glyco act	m5-HT2A agonist	H9c2 protect	Granule exo inh	ABCB6 inh 2	CaV13 FRET inh	PDI turbidity	Vif imaging
Cn1c(SCC(=O)NC(C)(C)C)nnc1-c1cnccn1	-0.1	-0.3	0.0	-1.9	-5.4	-1.4	103.0	/	-13.6	-15.4
COC(=O)[C@]1(Sc2ccccc2)CC(=O)N[C@@H]1c1ccccc1	/	-0.8	0.4	-0.5	/	-3.4	98.0	-5.7	/	/
CCOC(=O)CCNC(=O)N1CCCC(C(=O)c2ccccc2SC)C1 (configuration not stated)	1.8	1.7	0.2	1.6	4.4	2.3	105.0	-8.2	-3.8	-11.4

Carrying on:
SMILES	Glyco luc inh	iPSC survival up	aDG glyco act	m5-HT2A agonist	H9c2 protect	Granule exo inh	ABCB6 inh 2	CaV13 FRET inh	PDI turbidity	Vif imaging
Cc1ccc(C(=O)Nc2ccc(N3CCCCC3)cc2)cc1	-4.8	-4.3	-0.1	2.9	-15.1	-5.4	102.0	-11.1	-1.8	-4.8
CCOC(=O)c1c(C)[nH]c(C(=O)OCC(=O)Nc2cccnc2Cl)c1C	-1.0	0.3	0.4	-2.9	4.6	-4.3	95.0	-6.3	0.0	-0.5
COc1cccc(NC(=O)c2sc(NC(=O)c3ccncc3)nc2C)c1	-9.5	-0.2	0.2	-0.1	3.7	-1.6	103.0	-5.0	-3.3	-0.1
C[N+](C)(C)CCC(=O)N1C/C(=C/c2ccccc2)C(=O)/C(=C\c2ccccc2)C1	-9.8	-3.2	0.2	-0.3	-0.2	-4.3	97.0	-4.4	13.4	8.7
COc1ccccc1N1CC(C(=O)Nc2ccc(S(=O)(=O)N3CCCC3)cc2)CC1=O (configuration not stated)	2.6	-1.1	0.1	-3.4	-0.1	3.5	94.0	-4.9	-2.0	0.4
COc1ccc(S(=O)(=O)N(C)C[C@@H]2OCc3cnnn3CCCC(=O)N([C@@H](C)CO)C[C@H]2C)cc1	1.1	0.6	0.0	-0.1	1.0	-10.4	106.0	-7.6	-14.0	2.4
COn1c(=O)c(-c2cccs2)[n+]([O-])c2ccccc21	2.5	-3.6	0.0	-4.3	45.3	-0.7	94.0	-5.7	-14.8	13.7
O=C(NCCc1ccccc1)C1CCC(CNc2nc(=S)[nH]c3ccccc23)CC1 (configuration not stated)	3.1	-0.2	0.3	-2.8	-0.4	-5.2	96.0	-4.0	2.5	-5.3
COc1ccc(-c2cc(C(F)(F)F)nc(SCC(=O)NCCCN3CCOCC3)n2)cc1	-1.1	1.1	-0.2	0.4	4.1	-8.7	96.0	-15.0	-6.5	10.1
CSc1ccc(OC2CCCCC2NS(=O)(=O)c2ccccc2)cc1 (configuration not stated)	-3.2	0.5	-0.3	-1.1	-4.9	4.5	88.0	-4.9	9.3	1.1
CCOC(=O)c1c(C)[nH]c(C)c1C(=O)COC(=O)c1ccc([N+](=O)[O-])s1	4.1	0.5	0.9	-4.9	23.4	-2.0	97.0	-6.3	-2.1	-2.8
COc1ccc(Cl)cc1NS(=O)(=O)c1cccc(C(=O)NCC(C)(C)N2CCOCC2)c1	0.4	-0.5	0.0	5.2	16.0	-7.3	96.0	-8.6	-3.0	-5.2
COC(CNC(=O)CCc1c(C)nc2c(-c3ccc(F)cc3)c(C)nn2c1C)OC	3.9	0.3	-0.1	7.3	0.0	-4.8	91.0	-4.2	-0.4	-5.9
Cc1noc(C)c1CSCC(=O)Nc1ccc(S(C)(=O)=O)cc1	3.0	0.5	1.1	4.7	7.6	4.4	100.0	-5.8	-5.1	-3.8
N#CC1C(C#N)N2CCCN2C1c1ccc(Cl)cc1 (configuration not stated)	0.4	0.3	-0.1	-4.4	0.7	1.2	92.0	-1.2	-1.9	12.7
N#Cc1cn(OCc2ccccc2)c(=O)[nH]c1=O	2.0	0.9	-0.4	4.8	5.0	4.5	105.0	-4.4	3.6	-3.5
CC(C)(C)CC(C)(C)NC(=O)c1ccccc1	1.0	0.3	0.1	9.2	2.7	7.1	97.0	-7.0	-0.7	-2.7
CCCCn1c(N)c(N(CC(C)C)C(=O)c2cc(Br)c(Br)s2)c(=O)[nH]c1=O	17.6	0.2	0.0	-2.9	17.9	2.8	101.0	-6.7	-8.0	2.5
O=C(N/N=C/c1cccn1-c1cccc(C(=O)O)c1)Nc1ccccc1	0.9	0.3	2.6	1.1	1.1	-6.1	106.0	-2.1	-2.4	-2.1
O=C(O)CC(NC(=O)c1cccc([N+](=O)[O-])c1)c1ccc2c(c1)OCO2 (configuration not stated)	-2.9	0.4	-0.6	-3.3	0.0	-2.8	103.0	-3.4	8.0	-1.2
Cc1ccc(SCc2ccc(C(=O)N3CCCC3)cc2)cc1	-0.7	0.7	0.2	-4.0	-2.2	-3.4	98.0	1.3	7.4	-3.5
COc1ccc(CCNS(=O)(=O)c2ccc3c(c2)oc(=O)n3C)cc1OC	-1.4	-0.4	-0.2	-0.6	5.8	-0.2	103.0	-3.6	/	/
Cc1oc(C)c(C(=O)O)c1COc1ccc(C(=O)O)cc1	-1.0	-0.8	0.3	5.5	-5.0	-0.1	95.0	-3.9	-0.1	9.7
CCOC(=O)N1CCN(S(=O)(=O)N2CCCC(C(=O)NCCCN3CC(C)CC(C)C3)C2)CC1 (configuration not stated)	-1.3	0.0	0.1	-1.7	-5.0	-0.1	108.0	-5.9	3.0	-1.9
O=C(c1ccco1)N1c2ccccc2Sc2ccccc21	-4.7	-2.0	0.0	-3.7	4.2	1.0	109.0	/	-8.9	/
O=[N+]([O-])c1cc(S(=O)(=O)Nc2ccccc2)ccc1-n1nnc2ccccc21	-1.2	6.6	0.0	1.2	-16.9	1.8	101.0	/	0.6	-2.5
Cc1ccc(-c2nc(CS(=O)(=O)CC(=O)NC3CCC(C)CC3)c(C)o2)cc1 (configuration not stated)	1.5	0.9	0.0	-1.7	0.9	2.1	93.0	-5.2	-5.3	-2.6
CCCCCC(=O)Nc1c(-c2ccc(OC)cc2)c(=O)c2ccccc2n1C	-0.2	-2.7	0.0	5.6	-1.5	-0.5	102.0	-7.2	10.4	12.7
CC(=O)Nc1cccc(-c2csc(N)n2)c1	3.8	-1.3	-0.2	2.7	-0.1	-0.8	101.0	-1.7	-2.0	3.3
O=C(Nc1ccc(O)cc1C(=O)O)c1ccc2c(c1)C(=O)N(Cc1ccco1)C2=O	-5.9	3.4	-0.2	-2.0	13.7	3.4	101.0	-4.3	2.7	/
CC1CCN(S(=O)(=O)c2cccc(C(=O)NNC(=O)c3ccco3)c2)CC1	1.8	-0.3	-0.1	2.3	-5.0	-0.1	100.0	-5.8	-0.3	2.1
Nc1nonc1C(=O)NCCNCc1ccccc1	0.1	-0.8	0.0	-1.9	7.2	-1.1	110.0	/	-4.9	-6.0
CCN(c1ccccc1)S(=O)(=O)c1cnc[nH]1	2.1	5.8	-0.1	2.6	9.6	-0.9	103.0	0.1	5.4	/
